# MEX-5 binding: C. elegans MEX-5 TCR-2 RNA binding activity | Q9XUB2 | MEX-5/FITC-TCR2 RNA binding, fluorescence polarization; stronger effect = lower value | activity score (negative = inhibition of binding), % at 10 µM | 300,000 tested, 0.38% active;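 active = inhibition past about -25% in most replicates, and total fluorescence under double the plate's negative control median, limit read from the data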;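 note: 0% = DMSO and -100% = 5 µM competing unlabeled TCR2 RNA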
# Target sequence (Q9XUB2 whole entry, looked up): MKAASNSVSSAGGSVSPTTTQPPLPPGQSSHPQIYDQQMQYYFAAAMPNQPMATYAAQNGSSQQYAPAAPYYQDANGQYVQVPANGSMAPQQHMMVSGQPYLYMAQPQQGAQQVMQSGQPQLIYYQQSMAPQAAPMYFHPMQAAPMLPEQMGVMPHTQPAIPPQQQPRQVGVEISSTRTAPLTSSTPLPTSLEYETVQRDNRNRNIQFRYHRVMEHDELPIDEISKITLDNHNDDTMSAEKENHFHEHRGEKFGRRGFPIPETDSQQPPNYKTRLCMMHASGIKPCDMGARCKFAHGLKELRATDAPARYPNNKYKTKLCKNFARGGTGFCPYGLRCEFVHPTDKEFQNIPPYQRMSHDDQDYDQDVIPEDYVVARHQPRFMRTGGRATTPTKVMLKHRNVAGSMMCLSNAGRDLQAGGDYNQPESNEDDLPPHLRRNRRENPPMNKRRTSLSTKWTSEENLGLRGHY
# Efflux pump mplx: blocks antifungal efflux pumps in multiplex yeast assay; 330,000 tested, 0.44% active; inhibition, % at 10 µM; S. cerevisiae Candida pump triplex, Nile Red efflux; AID 485275;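 active = plate passing quality check with inhibition over a set limit, or well fluorescence over plate mean plus 4 SD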;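 note: Nile Red retained in pooled yeast measured as flow cytometry median fluorescence; 0% = buffer negative control and 100% = Enniatin B positive control; higher means more Nile Red kept so more efflux inhibition; some compounds called inactive have numbers as strong as hits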
# EBNA-1 inh: blocks EBNA-1 binding to DNA | EBNA-1 DNA binding, fluorescence polarization | inhibition, % at 14.8 µM | 300,000 tested, 0.34% active | AID 1950; in the data active = inhibition above about 28%
# ZTA counter: blocks Epstein-Barr virus ZTA, an EBNA-1 counter-screen | ZTA-DNA binding, fluorescence polarization | inhibition, % at 11 µM | 320,000 tested, 0.15% active | AID 2234; in the data active = inhibition above about 33%
# GLD-1 TGE inh: GLD-1-TGE RNA interaction inhibition (C. elegans); Q17339; purified GLD-1 + fluorescein TGE RNA, fluorescence polarization; inhibition, % at 5.96 µM; 320,000 tested, 0.44% active; AID 2280;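 active = percent inhibition above a per-plate cutoff, the plate mean of test compounds plus 3 SD, cut at about 30% in these data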;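 note: 0% = DMSO wells with GLD-1 and probe and 100% = wells lacking GLD-1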
# Target sequence (Q17339 whole entry, looked up): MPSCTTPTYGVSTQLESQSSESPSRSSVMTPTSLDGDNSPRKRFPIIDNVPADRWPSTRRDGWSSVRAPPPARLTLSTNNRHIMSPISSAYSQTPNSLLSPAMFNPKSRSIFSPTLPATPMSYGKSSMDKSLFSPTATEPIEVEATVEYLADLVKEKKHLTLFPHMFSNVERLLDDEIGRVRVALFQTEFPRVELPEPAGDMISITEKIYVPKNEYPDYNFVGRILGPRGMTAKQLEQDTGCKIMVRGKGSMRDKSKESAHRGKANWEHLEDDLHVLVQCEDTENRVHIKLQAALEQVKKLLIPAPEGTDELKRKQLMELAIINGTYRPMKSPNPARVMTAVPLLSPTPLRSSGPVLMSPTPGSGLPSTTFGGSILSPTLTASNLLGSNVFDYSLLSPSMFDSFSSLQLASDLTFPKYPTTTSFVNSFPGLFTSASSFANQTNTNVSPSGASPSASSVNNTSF
# MCL1-BIM inh: MCL1-BIM-BH3 interaction inhibition (human). Q07820. GST-MCL1 / FITC-Bim-BH3 fluorescence polarization. inhibition, % at 10.9 µM. 320,000 tested, 0.68% active;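 active = inhibition above the mean inhibition of all tested compounds plus 3 SD, set per campaign, cut at about 40% in these data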;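 note: 0% = DMSO wells and 100% = unlabeled Bim-BH3 peptide control; higher means more loss of mP so more displacement of Bim peptide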
# Fam108B counter: blocks mouse Fam108B hydrolase in RBBP9 counter-screen | AID 1947 | inhibition, % at 9.51 µM | 300,000 tested, 0.33% active | recombinant Fam108B, FP-Rh probe fluorescence polarization;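 active = inhibition above the screen mean inhibition plus 3 SD, computed separately per campaign, cut at about 18% in these data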;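 note: inhibitors lower polarization as less probe binds the enzyme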
# BCLXL inh: blocks human Bcl-xL binding to Bim BH3 peptide; Q07817; GST-Bcl-xL / FITC-Bim BH3 peptide fluorescence polarization; inhibition, % at 10.9 µM; 320,000 tested, 0.7% active;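 active = inhibition above the mean of all tested compounds plus 3 SD, cutoff set per campaign, cut at about 30% in these data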;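 note: 0% = DMSO wells and 100% = unlabeled Bim-BH3 peptide competitor; inhibitors lower millipolarization by displacing the labeled peptide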
# CR mimetic SO: caloric restriction mimetics inhibiting age-related superoxide in yeast; AID 2690; superoxide response (% of plate mean), % at 10 µM; 330,000 tested, 0.18% active; S. cerevisiae aged cells, superoxide DHE fluorescence; stronger effect = lower value;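 active = superoxide response under a set limit, about three screen SD below normal, cut at about 65% in these data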;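 note: yeast aged for seven days with compound at 30 °C before DHE staining; 100% = average MFI of all compound-treated wells on the plate with controls excluded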
# An asterisk follows results filed as active; . = not tested or not shown.
SMILES,MEX-5 binding,Efflux pump mplx,EBNA-1 inh,ZTA counter,GLD-1 TGE inh,MCL1-BIM inh,Fam108B counter,BCLXL inh,CR mimetic SO
CC(C)(C)c1csc(NC(=O)Cc2ccc(S(=O)(=O)N3CCOCC3)s2)n1,-3.7,0.0,-2,13,22,35,0,33*,99
COc1ccc(-c2nc3c4ccccc4ccn3c2CN2CCCCC2)cc1,-0.3,-0.1,-2,12,1,6,4,2,89
CC(=O)Nc1sc2c(c1C(c1cccc(F)c1)N1CCN(CCO)CC1)CCCC2 (configuration not stated),0.3,0.1,6,15,-9,6,0,1,97
COc1ccc(NC(=O)OCCn2c([N+](=O)[O-])cnc2C)cc1,1.6,0.1,11,-12,5,-2,-1,8,125
Cc1cc(C)nc(NS(=O)(=O)c2ccc(NC(=O)c3cccc(N4C(=O)CCC4=O)c3)cc2)n1,3.9,0.3,-2,8,-2,7,3,2,111
CC(C)(C)NCCOCCOc1ccc(Cl)cc1C(C)(C)C,-4.9,-0.1,8,-9,10,2,0,5,92
COc1ccc(NS(=O)(=O)c2ccc(S(=O)(=O)N(C)C)cc2)cc1S(N)(=O)=O,-0.5,-0.1,3,-1,5,1,-5,5,94
COc1ccc2cc(CN(CCc3ccccc3)Cc3nnnn3CC3CCCO3)c(=O)[nH]c2c1 (configuration not stated),2.3,0.1,-6,-3,6,9,-1,7,114
COC(=O)c1cc(-c2cccs2)[nH]n1,-0.8,0.0,-7,-15,-6,9,-1,4,103
CN(CCCC(=O)NC1CC(C)(C)NC(C)(C)C1)S(=O)(=O)c1ccc([N+](=O)[O-])cc1,-1.0,0.0,-8,-17,-2,10,0,5,96
COc1ccc2c(c1)C(=NNc1ccc(C(=O)O)cc1)c1cc(OC)ccc1-2,-1.5,0.1,21,12,0,8,30*,6,96
COC(=O)c1sccc1NC(=O)c1ccnn1C,0.8,-0.2,9,19,2,-9,1,-1,96
Cc1cccc(C(=O)Nc2nsc(N)n2)c1,-2.6,0.0,1,10,2,6,2,4,101
CCCCOC(=O)C1=C(C)NC(=O)NC1c1cccc([N+](=O)[O-])c1 (configuration not stated),-0.5,0.0,2,15,2,0,-2,2,98
N#CCCn1cc(C(=O)N2CCOCC2)c(-c2ccc3c(c2)OCCO3)n1,-1.2,-0.1,-4,2,-2,-1,-5,3,85
CCCCn1c(=O)nc2n(-c3ccc(OC)cc3)c3ccccc3cc-2c1=O,-5.4,0.0,5,7,2,0,42*,6,103
CCN(CC)C(=O)c1[nH]cnc1C(=O)Nc1cccc(C)c1,.,-0.2,.,10,2,0,.,0,97
Cc1cccc(N2CC(C(=O)Nc3nnc(SCc4ccccn4)s3)CC2=O)c1 (configuration not stated),-1.0,-0.2,1,-1,10,22,-2,15,94
CCOC(=O)/C(N=Nc1cc(C(=O)O)cc(C(=O)O)c1)=C(\O)CCl,-1.8,-0.1,4,10,4,2,1,6,113
COc1ccc(CN2C(=NC(=O)COc3ccccc3)SC3CS(=O)(=O)CC32)cc1 (configuration not stated),0.9,-0.3,7,-19,7,1,1,3,109
COc1ccc(Nc2nc(N3CCCCC3)nc3ccccc23)c(OC)c1,0.2,0.1,-5,-2,8,3,7,-2,94
COc1ccc(C)cc1NC(=S)NNC(=O)c1c(Br)cnn1C,-2.9,-0.2,-2,18,1,3,9,9,105
COc1ccc(C)cc1-n1nnnc1SCn1nnc2ccccc2c1=O,-0.2,0.0,5,0,3,-5,-2,4,100
COC(=O)Cc1nnc(SCC(=O)Nc2ccccc2)c2ccccc12,2.4,-0.3,8,6,8,1,4,9,98
COc1ccc(NC(=O)COC(=O)c2n[nH]c3ccccc23)c(OC)c1,.,0.2,.,17,0,-7,.,-6,94

# Some of these compounds in order of SMILES length, largest number first.
SMILES,MEX-5 binding,Efflux pump mplx,EBNA-1 inh,ZTA counter,GLD-1 TGE inh,MCL1-BIM inh,Fam108B counter,BCLXL inh,CR mimetic SO
Cc1cc(C)nc(NS(=O)(=O)c2ccc(NC(=O)c3cccc(N4C(=O)CCC4=O)c3)cc2)n1,3.9,0.3,-2,8,-2,7,3,2,111
COc1ccc(NS(=O)(=O)c2ccc(S(=O)(=O)N(C)C)cc2)cc1S(N)(=O)=O,-0.5,-0.1,3,-1,5,1,-5,5,94
COc1ccc2cc(CN(CCc3ccccc3)Cc3nnnn3CC3CCCO3)c(=O)[nH]c2c1 (configuration not stated),2.3,0.1,-6,-3,6,9,-1,7,114
CC(=O)Nc1sc2c(c1C(c1cccc(F)c1)N1CCN(CCO)CC1)CCCC2 (configuration not stated),0.3,0.1,6,15,-9,6,0,1,97
CCOC(=O)/C(N=Nc1cc(C(=O)O)cc(C(=O)O)c1)=C(\O)CCl,-1.8,-0.1,4,10,4,2,1,6,113
Cc1cccc(N2CC(C(=O)Nc3nnc(SCc4ccccn4)s3)CC2=O)c1 (configuration not stated),-1.0,-0.2,1,-1,10,22,-2,15,94
N#CCCn1cc(C(=O)N2CCOCC2)c(-c2ccc3c(c2)OCCO3)n1,-1.2,-0.1,-4,2,-2,-1,-5,3,85
COc1ccc(NC(=O)COC(=O)c2n[nH]c3ccccc23)c(OC)c1,.,0.2,.,17,0,-7,.,-6,94
COc1ccc(NC(=O)OCCn2c([N+](=O)[O-])cnc2C)cc1,1.6,0.1,11,-12,5,-2,-1,8,125
COc1ccc(-c2nc3c4ccccc4ccn3c2CN2CCCCC2)cc1,-0.3,-0.1,-2,12,1,6,4,2,89
CCN(CC)C(=O)c1[nH]cnc1C(=O)Nc1cccc(C)c1,.,-0.2,.,10,2,0,.,0,97
Cc1cccc(C(=O)Nc2nsc(N)n2)c1,-2.6,0.0,1,10,2,6,2,4,101

# (list continues)
SMILES,MEX-5 binding,Efflux pump mplx,EBNA-1 inh,ZTA counter,GLD-1 TGE inh,MCL1-BIM inh,Fam108B counter,BCLXL inh,CR mimetic SO
COc1ccc(NC(=O)CN(C)C(=O)c2cn(-c3ccccc3)nc2-c2ccc(OC)cc2)cc1,.,0.1,.,7,-5,0,.,6,96
COc1ccc(N2CCN(C(=S)NCCc3ccccc3)CC2)cc1,-0.2,0.0,-8,-10,-1,5,0,4,96
COc1ccccc1OCC(=O)NCCSCc1cccc(Cl)c1,-2.2,0.4,-9,-4,2,2,8,-5,95
CCOC(=O)C1(C(=O)O)NC(=O)CC1c1ccccc1 (configuration not stated),0.4,0.1,-5,-12,4,0,-2,2,86
Cc1ccc2cc(CN(Cc3cccs3)C(=O)c3ccco3)c3nnnn3c2c1C,-0.7,-0.2,-9,4,-1,5,-1,2,104
Cc1ccc(NC(=O)c2cc(N3C(=O)C4CCCCC4C3=O)ccc2N2CCOCC2)cc1 (configuration not stated),-0.3,0.0,-1,21,-2,-2,0,7,103
O=C(Cc1cn2ccsc2n1)OCc1nc2ccccc2s1,-5.0,-0.2,-2,-11,5,-6,1,1,81
COc1ccc(-c2cccc(C3CC=CC4C3C(=O)N(Cc3ccccc3)C4c3ccc(C(F)(F)F)cc3)c2)cc1 (configuration not stated),-0.9,0.2,2,-3,1,-7,-5,-2,104
N/C(=N\OC(=O)N1CCOCC1)c1ccccc1,3.1,-0.1,11,-4,1,-1,-1,3,95
COc1cccc(-c2cnc(OC(C)(C)C)nc2OC(C)(C)C)c1,1.8,0.3,-9,11,-4,1,-7,4,103
CC(C)(C)c1cc(NC(=O)CCSc2nnc3ccccn23)cc(C(C)(C)C)c1,-1.0,0.1,6,-1,6,11,5,4,96
COc1cccc(CNC(=O)c2nnn(-c3ccc(OC(F)(F)F)cc3)c2N)c1,-0.4,0.2,-5,-11,3,-1,-2,5,109
COc1ccc(N2CCN(C(=O)c3ccc(C)c(NC(=O)c4ccco4)c3)CC2)cc1,1.9,-0.1,0,9,0,4,-3,4,96
COC(=O)C(C(=O)NCC1CCCO1)C1CCCCCC1 (configuration not stated),-1.0,0.3,-14,0,-4,0,7,2,98
CC(=O)Nc1ccc(S(=O)(=O)N2CCc3cc4c(cc3C2C)OCCCO4)cc1 (configuration not stated),-2.0,0.2,-9,-5,5,1,-6,4,103
CC1CCCC(C)N1C(=O)CSCc1ccc(Cl)cc1 (configuration not stated),-1.5,-0.1,1,-10,-1,5,6,7,95
COc1ccc(-c2nn(-c3ccccc3)cc2CNC(=O)c2cccc([N+](=O)[O-])c2)cc1,-0.1,0.0,1,-14,3,12,-10,4,101
Cc1cc(NC(=O)Nc2ccc(Cl)cc2)n(C)n1,0.4,-0.2,-4,-1,3,2,-2,-1,102
CS(=O)(=O)N(CC(=O)NCCSCc1ccco1)c1ccc2c(c1)OCO2,-0.4,0.1,3,3,0,1,-1,2,108
N=c1c2c(-c3ccccc3)c(-c3ccccc3)oc2ncn1CCCN1CCOCC1,1.1,0.0,-21,7,1,7,3,-3,98
CC(=O)Nc1ccc(C23CC4CC(CC(C4)C2)C3)cc1,-1.3,0.0,1,3,3,1,-4,3,97
COCCn1c(=O)[nH]c2cc(C(=O)N3CCN(c4ccccc4)CC3)ccc2c1=O,-1.0,-0.1,-5,6,-3,1,-1,3,101
NS(=O)(=O)c1ccc(NC(=O)c2ccc3c(c2)CCCC3)cc1,-7.6,-0.1,-3,5,6,-3,-3,3,105

# Screens from PubChem BioAssay.
